DAX1 inh-1: DAX1 (NR0B1) inhibition, primary screen; HEK293T StAR-luciferase reporter, SF-1/DAX-1 repression relief; inhibition, % at 6.8 µM; 370,000 compounds, 1.1% hits; AID 652010;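 active = inhibition above the mean over all tested compounds plus 3 SD, cut at about 3.6% in these data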;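 also: 0% = DAX-1 cells with DMSO and 100% = cells lacking DAX-1 with DMSO; higher inhibition means more luminescence from relief of DAX-1 repression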
GC-A act: GC-A (human) enzyme activation. 370,000 compounds, 0.14% hits. activation, % at 10 µM. AID 1671463. P16066. HEK293 GC-A cells, cGMP TR-FRET, EC30 ANP; 0% at EC30 ANP, 100% saturating ANP; in the data active = activation above about 40%
Target sequence (P16066 whole entry, looked up): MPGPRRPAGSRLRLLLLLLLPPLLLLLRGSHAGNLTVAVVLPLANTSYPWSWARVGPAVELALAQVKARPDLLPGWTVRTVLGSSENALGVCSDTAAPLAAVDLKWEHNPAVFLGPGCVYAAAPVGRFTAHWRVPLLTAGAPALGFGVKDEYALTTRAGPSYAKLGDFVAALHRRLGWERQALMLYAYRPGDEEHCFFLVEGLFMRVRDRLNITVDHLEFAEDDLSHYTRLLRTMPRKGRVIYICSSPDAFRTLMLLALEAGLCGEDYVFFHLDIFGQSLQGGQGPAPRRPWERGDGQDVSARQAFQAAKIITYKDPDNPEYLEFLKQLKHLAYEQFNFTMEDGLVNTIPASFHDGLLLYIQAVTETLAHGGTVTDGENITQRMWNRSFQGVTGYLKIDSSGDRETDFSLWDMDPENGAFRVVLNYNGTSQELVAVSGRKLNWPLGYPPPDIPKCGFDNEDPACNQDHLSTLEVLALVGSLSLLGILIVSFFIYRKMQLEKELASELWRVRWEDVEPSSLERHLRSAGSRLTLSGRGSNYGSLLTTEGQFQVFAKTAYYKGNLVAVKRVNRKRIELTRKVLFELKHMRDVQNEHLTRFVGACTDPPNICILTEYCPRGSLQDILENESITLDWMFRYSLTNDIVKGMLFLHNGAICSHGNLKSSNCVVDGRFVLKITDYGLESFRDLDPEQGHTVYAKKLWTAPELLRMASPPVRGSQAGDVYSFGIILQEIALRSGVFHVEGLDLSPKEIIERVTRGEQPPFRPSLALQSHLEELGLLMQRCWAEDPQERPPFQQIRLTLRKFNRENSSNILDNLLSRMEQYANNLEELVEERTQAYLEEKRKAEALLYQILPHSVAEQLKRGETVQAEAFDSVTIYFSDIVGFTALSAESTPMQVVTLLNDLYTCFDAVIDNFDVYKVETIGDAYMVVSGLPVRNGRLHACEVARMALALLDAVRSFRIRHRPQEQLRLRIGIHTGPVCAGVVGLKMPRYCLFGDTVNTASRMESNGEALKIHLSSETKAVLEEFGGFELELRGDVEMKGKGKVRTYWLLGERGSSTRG
SMARCA2 activ: SMARCA2 function activation, primary screen | MG213 cells, MMTV-luciferase reporter, dexamethasone, overnight | activation, % at 9.1 µM | 370,000 compounds, 1% hits; in the data active = activation above about 7.8%;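 also: 0% = vehicle wells and 100% = reference activator wells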
hcDAF12 agonist: activates DAF-12 receptor from parasite H. contortus; HEK293 hcDAF-12 lit1-tk-luc reporter, luminescence; 0% DMSO, 100% Δ7-dafachronic acid; activation, % at 6.8 µM; 370,000 compounds, 1.4% hits;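 active = activation above the mean of all tested compounds plus 3 SD, cut at about 5.5% in these data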;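 also: 100% = response to 3 µM Δ7-dafachronic acid high control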
ssDAF12 agonist: activates DAF-12 receptor from parasite S. stercoralis | HEK293 ssDAF-12/GRIP1 lit1-tk-luc reporter, luminescence; % of 3 µM dafachronic acid response | activation, % at 6.8 µM | 370,000 compounds, 1% hits | AID 652126;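 active = activation above the mean over all tested compounds plus 3 SD, cut at about 0.9% in these data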;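 also: 0% = DMSO-only wells and 100% = 3 µM delta7-dafachronic acid wells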
ADAM10 inh: inhibits human ADAM10; inhibition, % at 7 µM; recombinant ADAM10, EDANS/DABCYL FRET peptide cleavage, 3 h; 370,000 compounds, 0.62% hits; O14672;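 active = inhibition above a per-campaign cutoff equal to the mean of compounds falling between control-based bounds plus 3 SD, cut at about 20% in these data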;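 also: 0% = DMSO wells while the 100% control is not disclosed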
NPR2 activator: GC-B (human) receptor activation | P20594 | HEK293-GC-B cells, CNP EC30, cGMP TR-FRET; 0% at EC30 CNP, 100% saturating CNP | activation, % at 10 µM | 370,000 compounds, 0.11% hits;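 active = activation at 10 µM reaching about 35% in either raw or pattern-adjusted values, limit read from the data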
hgDAF-12 ag: hgDAF-12 agonism, primary luciferase screen. 370,000 compounds, 1.8% hits. AID 687014. activation, % at 6.8 µM. HEK293 GAL4-hgDAF12 UAS-luciferase reporter, agonist luminescence; normalized to butyrate control;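 active = activation above a cutoff set at the mean of all screened compounds plus 3 SD, cut at about 10% in these data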;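 also: 0% = DMSO wells and 100% = sodium butyrate wells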
FXN GAA850 act: activators of GAA850 frataxin (FXN) promoter; HEK293 lucGAA850 FXN promoter luciferase reporter, 24 h; percent of 10 µM SAHA response; activation, % at 6 µM; 360,000 compounds, 0.56% hits;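 active = activation above the average of all compounds screened plus 3 SD, cutoff fixed separately per campaign, cut at about 7.5% in these data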;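 also: 0% = DMSO wells and 100% = 10 µM SAHA wells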
DAX1 inh-2: inhibits human nuclear receptor DAX1 | P51843 | HEK293 Gal4-DAX1 luciferase reporter, luminescence | inhibition, % at 6.75 µM | 340,000 compounds, 0.99% hits | AID 504766;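 active = inhibition above the mean over all tested compounds plus 3 SD, cut at about 4.2% in these data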;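 also: 0% = DAX1-transfected cells with DMSO and 100% = empty-vector control cells with DMSO; inhibition shows as a rise in luminescence from relieved DAX1 repression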
sPLA2-III inh: Inhibits HGIII-sPLA2 liposome hydrolysis, primary screen. inhibition, % at 12.2 µM. 370,000 compounds, 0.56% hits. QFRET BODIPY PC-A2 liposome hydrolysis, fluorescence. Q9NZ20;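 active = inhibition above mean plus 3 SD of compounds lying within the high and low control bounds, cut at about 19% in these data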;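 also: 0% = median of test compound wells and 100% = no enzyme DMSO wells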
* marks the source's active call; other numbers are inactive results; . = no result given.

Compound,DAX1 inh-1,GC-A act,SMARCA2 activ,hcDAF12 agonist,ssDAF12 agonist,ADAM10 inh,NPR2 activator,hgDAF-12 ag,FXN GAA850 act,DAX1 inh-2,sPLA2-III inh
Cc1cc(NC(=O)Nc2ccc3c(ccn3C)c2)sn1,1.4,0.5,5.8,0.9,-0.8,8.0,-0.4,11.4*,3.9,0.9,-17.0
O=C(OCc1ccccc1)N1CCC2CC1c1ccc(/C=C/CCCCl)cc12 (centres undefined),-0.4,2.1,-2.6,3.0,-0.8,-14.4,7.8,2.0,.,.,1.1
Cc1c(NC(=O)C(C)OC(=O)C23CC4CC(CC(Br)(C4)C2)C3)c(=O)n(-c2ccccc2)n1C (centres undefined),0.4,1.2,0.6,-1.1,-0.9,-8.0,1.4,4.0,-0.8,1.5,-3.0
COC(=O)CCCC(=O)N1CCCC(C(=O)c2ccc(-c3ccccc3)cc2)C1 (centres undefined),-0.4,2.9,-2.3,-2.9,-1.2,-3.5,3.3,-0.4,-0.5,-2.3,-6.1
CCCN1C(=O)C2(SC(NC(C)=O)=NN2C(C)=O)c2cc(C)cc(C)c21 (centres undefined),-0.2,-0.1,-6.2,-1.8,-1.8,2.8,-0.6,-2.4,0.2,-0.8,12.5
Cc1cc(C(=O)N2CCCC(N3CCN(c4cccc(C(F)(F)F)c4)CC3)C2)nn1C (centres undefined),-1.5,3.5,1.8,-1.1,-1.4,-3.4,-0.4,1.0,-0.4,-0.9,2.0
O=C(CCCOc1ccc(Cl)cc1Cl)N/N=C/c1ccccc1,-0.6,9.2,-1.9,1.7,-1.2,7.5,-4.1,-0.9,0.3,-0.7,-5.6
O=C(NCc1ccco1)c1ccc2c(c1)C(=O)c1ccccc1-2,0.0,7.3,3.0,1.0,0.1,-2.9,-4.8,2.6,3.8,-0.1,-1.8
O=C(CSc1n[nH]c(-c2ccccc2)n1)NCc1cccc(C(=O)O)c1,-0.8,0.6,5.5,-0.9,0.0,3.8,4.1,-1.2,3.1,-1.4,5.3
O=C(Nc1cccc(NC(=O)c2ccc3c(c2)OCO3)c1)c1ccccc1,-1.5,4.7,-0.5,-1.6,-1.3,2.9,-4.1,3.2,1.4,-0.6,5.0
CC(=O)c1ccc(N2CCN(C(=O)CCCn3c(=O)[nH]c4ccccc4c3=O)CC2)cc1,-1.3,-3.7,-2.1,0.3,-1.4,-7.7,-2.3,2.6,0.7,0.6,-4.7
Cc1cc(C(=O)N/N=C/c2ccc(-c3cccc(Cl)c3)o2)n[nH]1,-0.7,-2.8,1.7,1.5,-0.4,-485.2,-0.8,1.4,1.4,-2.0,-7.2

Shown with two lines to a compound: part of the list above.
Every second line gives: DAX1 inh-1 | GC-A act | SMARCA2 activ | hcDAF12 agonist | ssDAF12 agonist | ADAM10 inh | NPR2 activator | hgDAF-12 ag | FXN GAA850 act | DAX1 inh-2 | sPLA2-III inh
- O=C(OCc1ccccc1)N1CCC2CC1c1ccc(/C=C/CCCCl)cc12 (centres undefined)
    -0.4 | 2.1 | -2.6 | 3.0 | -0.8 | -14.4 | 7.8 | 2.0 | . | . | 1.1
- Cc1cc(C(=O)N2CCCC(N3CCN(c4cccc(C(F)(F)F)c4)CC3)C2)nn1C (centres undefined)
    -1.5 | 3.5 | 1.8 | -1.1 | -1.4 | -3.4 | -0.4 | 1.0 | -0.4 | -0.9 | 2.0

More records:
Compound,DAX1 inh-1,GC-A act,SMARCA2 activ,hcDAF12 agonist,ssDAF12 agonist,ADAM10 inh,NPR2 activator,hgDAF-12 ag,FXN GAA850 act,DAX1 inh-2,sPLA2-III inh
COc1cccc(OCCNS(=O)(=O)c2ccccc2[N+](=O)[O-])c1,-0.2,-5.1,-1.4,-1.0,-1.4,-6.3,-2.4,0.5,0.0,-0.2,-5.5
CCOc1ccc2cc(C#N)c(SCC(=O)OC)nc2c1,3.7*,0.1,1.5,2.7,-0.2,-43.1,-0.9,10.0,2.0,4.2*,-0.7
Oc1cccc2c(NC(=S)Nc3ccc(OC(F)F)cc3)cccc12,-0.5,0.1,-0.9,3.3,-0.9,-91.8,-0.9,-3.5,-2.7,-0.1,3.4
COc1ccc(CC(=O)Nc2cccc(S(=O)(=O)N3CCOCC3)c2)cc1OC,-5.1,2.9,-3.5,-3.2,-1.6,-1.9,0.3,-7.8,-1.9,-2.8,-4.3
CC(C)Nc1nc(NC(C)C)nc(OCCOC(=O)Nc2ccccc2)n1,-0.4,-3.4,-1.3,-0.4,-0.9,-1.0,-5.9,3.4,5.0,0.2,-11.6
COc1ccc(C(=O)Nc2ccc(N3CCCC3)cc2)cc1OC,0.1,-2.2,3.3,-1.2,-1.6,-4.2,-2.7,2.1,5.6,-0.5,5.4
Cc1ccc(C(C(=O)NC2CCCCC2)N(C(=O)Cc2c[nH]c3ccccc23)c2ccccc2C)o1 (centres undefined),-0.4,-10.2,-2.9,3.4,-3.7,0.5,-5.6,0.2,0.8,1.0,-6.7
CCCCCC(=O)N1C[C@@H](O)[C@H](n2cc(-c3ccc(F)cc3)nn2)C[C@@H]1c1ccc(C)cc1,-1.1,-3.3,-2.9,-3.3,-0.6,9.5,2.9,-1.6,-0.7,3.1,-17.7
COc1ccc(-c2csc(N(CCCN3CCOCC3)C(=O)CCl)n2)cc1,-0.1,-5.0,-0.3,-1.7,-1.0,-6.7,-0.5,-1.9,2.1,3.0,0.9
COc1cccc(/C=N/NC(=O)c2c(C)nc3ccc(Br)cn23)c1,1.8,.,-1.7,0.2,-1.1,-2.2,.,3.3,0.7,6.4*,-2.4
O=C1c2ccccc2C(O)N1CCN1CCOCC1 (centres undefined),0.0,1.4,-5.3,-0.6,-1.0,-6.7,2.8,-3.5,-0.1,-0.7,10.8
Cc1cc(/C=C2\C(=N)N3N=C(CC(=O)N4CCOCC4)SC3=NC2=O)c(C)n1-c1ccccc1,0.0,1.7,0.0,-1.2,-1.2,-4.3,-2.1,0.8,0.0,0.9,-18.1
COCc1cccc(NC(=O)CCc2ccccc2)c1,-0.1,3.2,-0.3,0.2,-1.1,-2.5,0.6,4.3,4.7,.,-2.3
COc1cccc(/C=C/c2ccc3cccc(O)c3n2)c1OC,0.5,6.8,6.9,5.2,0.3,5.8,-5.1,9.5,5.1,1.5,6.8
Cc1cccc(C)c1-n1ncc(C(=O)NC2CCCC2)c1C1CCNCC1,1.8,-0.6,-3.1,-0.5,-0.4,-0.6,9.2,2.7,1.6,2.3,7.2
Nc1[nH]c(C(=O)c2ccccc2)c(-c2ccc3ccccc3c2)c1C(=O)NC1CC1,-0.2,-8.1,-0.8,2.9,-0.8,-6.5,-2.7,1.2,.,.,0.5
Cc1ccc(CS(=O)(=O)Cc2ccc(C(=O)NCc3cccs3)o2)cc1,-1.5,-3.5,-4.9,-1.1,-1.0,-1.3,-1.4,-2.1,0.1,-2.0,2.6
O=C(Nc1ccc(C(F)(F)F)cc1)c1ccc2nc[nH]c2c1,0.1,0.9,-2.4,4.1,0.1,2.4,-6.1,0.6,3.5,3.2,-7.5
CCCC(C(=O)NCc1ccco1)N(Cc1ccco1)C(=O)CNS(=O)(=O)c1ccccc1 (centres undefined),-0.3,-1.5,-2.9,-1.4,-0.3,11.3,0.2,-0.5,-2.3,1.1,-15.2
O=S(=O)(c1cnc[nH]1)N1CCN(C(c2ccc(F)cc2)c2ccc(F)cc2)CC1,-1.1,-6.3,0.2,-1.4,-1.5,10.5,-5.7,0.4,-1.0,0.9,-33.2
CC(C)[C@H]1C=C(C(=O)O)O[C@@H](OCCCCO)C1,-0.4,4.3,0.1,0.6,-0.7,-10.3,1.2,0.2,2.0,-0.3,5.8
COc1ccc(F)cc1S(=O)(=O)n1nc(C)cc1C,-0.1,6.0,-3.8,-0.9,-1.5,-4.2,-0.3,0.3,0.1,1.9,5.9
COc1cc(/C=C/C(=O)OCC(=O)NC(=O)NCc2ccccc2)ccc1OCC#N,-1.0,2.4,-4.3,1.0,-0.5,-30.5,-9.1,1.3,-3.3,-0.9,-7.1
O=C(Nc1nnc([C@@H]2C[C@H](O)[C@@H](CO)O2)s1)c1cccc(C(F)(F)F)c1,0.1,1.5,-2.3,0.5,-0.3,-6.1,2.2,-3.2,-0.6,.,9.0
Cc1cc(OC(=O)c2cc(C(F)(F)F)cc(C(F)(F)F)c2)c([N+](=O)[O-])c(=O)[nH]1,0.4,-1.4,-0.2,0.3,-0.9,-2.8,7.7,0.5,0.2,0.4,-7.5
COCC(C)Nc1nc(C)c(C(C)=O)s1 (centres undefined),-1.1,2.0,1.0,1.5,-0.1,-4.3,0.2,0.2,0.0,-0.1,4.1
COc1ccccc1NCc1nc2ccccc2n1C,.,-0.7,.,10.7*,1.3*,-2.2,-6.4,15.7*,.,.,1.9
COc1ccccc1Nc1nc2c(C)cccc2cc1C#N,-0.8,-6.6,-1.9,-0.1,-1.3,-8.4,-10.3,-0.4,0.2,1.4,-0.2
COc1ccc(N2CC(C)Cn3c2nc2c3c(=O)n(Cc3ccc(C)cc3)c(=O)n2C)c(OC)c1 (centres undefined),-0.2,-5.5,-1.6,-1.9,-1.9,8.0,0.2,-1.1,-0.2,0.4,-2.5
Cc1cccc(C)c1NC(=O)CSCC(=O)O,2.0,0.5,-2.1,-0.9,-0.8,-5.7,8.4,0.0,0.3,-0.4,-3.0
CCCCOC(=O)C1CCCC(C)N1 (centres undefined),0.5,2.5,1.4,-3.1,-1.6,-7.9,6.0,-1.3,-0.2,-0.4,1.7
C#CCNC(=O)C[C@H]1C(=O)N(Cc2ccc(OC)cc2)C2=CCCCC[C@@]21C(=O)OC,-0.8,0.9,-0.2,-1.5,-1.2,1.4,-1.3,1.6,.,.,-3.2
O=C(Nc1cc(C(F)(F)F)ccc1N1CCOCC1)c1cccnc1,0.5,-1.3,0.8,-0.8,-1.0,11.0,0.9,-2.1,1.4,-0.7,4.5
O=C(NNC(=O)c1ccc(F)cc1F)c1ccc2c(c1)OCO2,1.8,1.7,4.2,1.4,0.0,-10.5,2.2,10.3,4.0,2.1,-2.4
COc1ccccc1C(=O)COC(=O)CCN=C1NS(=O)(=O)c2ccccc21,0.7,-1.2,-0.2,-1.0,-1.1,-3.9,-1.3,4.6,0.2,2.4,-0.8
CCc1nc(N2CCN(C(C)=O)CC2)c(C#N)c2c1COC(C)(C)C2,-0.8,3.5,-2.2,-0.7,-0.8,-402.6,7.7,0.2,3.2,-1.9,3.5
C[C@@H]1CC[C@]2(O[C@@H](CCO)C[C@@H](O)[C@@H]2O)O1,0.6,1.8,0.6,-1.6,-1.2,-3.9,-5.8,1.6,2.2,1.2,5.6
COC(=O)c1cc(C#N)c(OC(C)C)nc1C,-0.5,0.3,-3.6,-0.8,-1.0,-11.2,-9.2,-0.4,1.2,0.2,4.6
NC(CSC1(c2ccc(F)cc2)c2ccccc2-c2ccccc21)C(=O)O (centres undefined),-1.0,-4.7,-1.5,-1.1,-1.0,6.7,1.4,0.2,0.9,-0.3,-2.1
CN(Cc1ccccc1Cl)C(=O)CN1C(=O)C2(OCCCO2)c2ccccc21,0.6,-1.4,-3.0,-3.1,-1.1,-8.6,-1.2,-2.2,.,.,-0.2
Cc1cccc(C)c1NC(=O)C1(C)CN(S(C)(=O)=O)CC(=O)N1Cc1ccc2c(c1)OCO2 (centres undefined),0.7,2.8,3.2,0.3,-0.9,-15.0,5.3,-2.5,.,.,-0.1

From PubChem BioAssay
